Pol beta inh: qHTS Assay for Inhibitors of DNA Polymerase Beta. hit rate 1.3% among 340,000. Potency, µM (highest dose often 114 µM), inactives show top-dose activity change, negative = inhibition, actives largely listed as inhibitors. Pol beta primer extension/strand displacement, fluorescence kinetic. AID 485314, 2010; further: potency means the concentration at half of the fitted maximal effect; on the % scale 0 is the no-effect control and ±100 the full control effect
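Kinetic readout of DNA synthesis with strand displacement by Pol beta. Compound and 10 nM enzyme sit 15 min at room temperature; 50 nM substrate starts the reaction, read immediately and at 10 min.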
12-LOX inh: Primary qHTS assay for inhibitors of human arachidonate 12S-lipoxygenase (ALOX12): Round 2 | Polyunsaturated fatty acid lipoxygenase ALOX12 (Homo sapiens), P18054 | purified 12hLO, xylenol orange hydroperoxide absorbance | Potency, µM (series often up to 108 µM), for inactives: at the highest dose activity change, negative = inhibition, usual class: inhibitors | hit rate 1.1% among 580,000 | AID 1671190, 2021; further: potency means the concentration at half of the fitted maximal effect; on the % scale 0 is the no-effect control and ±100 the full control effect
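Purified human 12hLO (150 nM final) in 25 mM Hepes, 0.01% Triton X-100, pH 7.0 was preincubated 15 min at room temperature with compound. Then 40 uM arachidonic acid was added, 30 min. Hydroperoxide was read by Fe-XO absorbance ratio 573/405 nm.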
APE1 inh: qHTS Assay for Inhibitors of the Human Apurinic/apyrimidinic Endonuclease 1 (APE1); recombinant APE1, TAMRA/BHQ-2 abasic DNA cleavage fluorescence; hit rate 0.35% among 350,000; Potency, µM (titrated, usually from 65.8 µM), for the others: top-dose activity change, negative = inhibition, actives largely listed as inhibitors; AID 2517, 2012;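 further: potency means the concentration at half of the fitted maximal effect; plate controls were vehicle for no effect and reference inhibitor for full effect; nearly all actives have a fitted effect of over 55% in size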
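0.75 nM APE1 + cpd, 15 min RT; start w/ 50 nM TAMRA/BHQ-2 THF-abasic dsDNA; kinetic fluor 525/598 nm ×3 reads @60 s; Δ(read3−read1); normalized to DMSO and NSC13755 control wells.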
ERG Ets-DNA blk: qHTS for Small Molecule Inhibitors of the ERG Ets/DNA interaction. Transcriptional regulator ERG (Homo sapiens), P11308. AID 624246, 2012. Potency, µM (titrated, usually from 76.9 µM), for the others: at the top dose FP activity, negative = inhibition, most hits filed as inhibitors. hit rate 0.028% among 370,000. fluorescence polarization, His-ERG Ets domain / labelled DNA; active means well fitted inhibition curve with a large enough effect in the polarisation, with a control signal flat; inconclusive means small, poorly fitted or top-dose-only effect, or effect the other way, or a change in a side signal; inactive means no such curve, though single readings can be large or run the other way; the % refers to the polarisation;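 further: polarization taken with two DNA probes labelled with fluorescein and Texas red; potency means the concentration at half of the fitted maximal effect; % of control where 0% means no effect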
Target sequence (P11308 whole entry, looked up, the tested form may be a part): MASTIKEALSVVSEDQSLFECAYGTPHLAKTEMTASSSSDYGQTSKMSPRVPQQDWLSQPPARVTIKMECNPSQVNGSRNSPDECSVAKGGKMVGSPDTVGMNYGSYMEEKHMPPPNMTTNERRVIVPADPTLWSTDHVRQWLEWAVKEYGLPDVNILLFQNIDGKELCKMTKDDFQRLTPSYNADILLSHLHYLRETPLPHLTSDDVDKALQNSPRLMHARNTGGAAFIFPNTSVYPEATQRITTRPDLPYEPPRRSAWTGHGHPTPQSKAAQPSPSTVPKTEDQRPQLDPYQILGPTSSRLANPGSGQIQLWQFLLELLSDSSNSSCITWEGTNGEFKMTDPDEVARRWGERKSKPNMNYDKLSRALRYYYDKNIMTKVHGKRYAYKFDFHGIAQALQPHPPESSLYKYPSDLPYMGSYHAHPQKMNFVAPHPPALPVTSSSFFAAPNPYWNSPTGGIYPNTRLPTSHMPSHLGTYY
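His-tagged ERG Ets domain (1 uM in the protein solution; 300mM KCl, 50mM Tris-HCl, 1mM EDTA, 1mM DTT, pH 7.5) received compound, then a probe mix of 5 nM fluorescein-DNA and 100nM Texas-615-DNA. Fluorescence polarization was read for both dyes.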
Pol kappa inh: qHTS for Inhibitors of Polymerase Kappa; hit rate 0.53% among 400,000; Potency, µM (top dose mostly 107 µM), for the others: at the top dose activity, negative = inhibition, most hits filed as inhibitors; AID 588579, 2011; DNA polymerase kappa (Homo sapiens), Q9UBT6; purified Pol kappa, fluorescent DNA synthesis assay, 10 min; further: potency means the concentration at half of the fitted maximal effect; on the % scale 0 is the no-effect control and ±100 the full control effect
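Pol kappa 10 nM + cpd, 15 min RT; start w/ substrate 50 nM final; fluorescence kinetic read, 0 and 10 min. Neg ctrl: buffer, no enzyme.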
POLH inh: qHTS for Inhibitors of Polymerase Eta; hit rate 1.2% among 390,000; DNA polymerase eta (Homo sapiens), Q9Y253; recombinant Pol eta, fluorescent DNA replication assay; Potency, µM (series often up to 114 µM), for the others: at the top dose activity change, negative = inhibition, actives largely listed as inhibitors; further: potency means the concentration at half of the fitted maximal effect; on the % scale 0 is the no-effect control and ±100 the full control effect
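Fluorescent replication assay: 50 nM final substrate added after a 15 min room-temperature compound preincubation with 10 nM enzyme. Signal taken at 0 min and again at 10 min.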
LDHA block: qHTS assay for inhibitors of human lactate dehydrogenase; L-lactate dehydrogenase A chain (Homo sapiens), P00338; purified LDHA, NADH/diaphorase-resazurin fluorescence; stronger effect = lower value; activity change, % (values are at about 110 or 230 µM); hit rate 0.15% among 480,000; in the data active means activity change below about -30%; inconclusive means mostly about -25% to -30%;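 further: plate controls were DMSO wells for no effect and wells without enzyme for full effect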
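LDH5 2 nM; NADH 0.06 mM, pyruvate 0.2 mM; 200 mM Tris pH 7.4, EDTA, Tween-20; 5 min RT. Detection: diaphorase 0.133 mg/mL + resazurin 37 µM, fluorescence ex540/em590 at 0 and 20 min; normalized to enzyme-free and DMSO wells.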
Anesthetic bind: qHTS Assay for Identification of Novel General Anesthetics | Ferritin light chain (Equus caballus), P02791 | apoferritin/1-aminoanthracene competitive binding, fluorescence | Potency, µM (top dose mostly 77.5 µM), for the others: at the highest dose activity change, negative = displacement, actives largely listed as inhibitors | hit rate 0.074% among 350,000 | AID 485281, 2010; further: potency means the concentration at half of the fitted maximal effect; on the % scale 0 is the no-effect control and ±100 the full control effect; nearly all actives have a fitted effect of over 20% in size
Target sequence (P02791 2-175 limits assumed): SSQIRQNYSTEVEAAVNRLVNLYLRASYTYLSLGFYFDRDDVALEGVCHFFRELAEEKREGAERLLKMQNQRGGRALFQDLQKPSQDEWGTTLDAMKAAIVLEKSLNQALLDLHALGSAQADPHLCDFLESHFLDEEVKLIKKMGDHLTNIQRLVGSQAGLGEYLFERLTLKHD
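Steps: apoferritin (10 uM) was premixed with half-saturated 1-AMA in PBS, compounds were pin-transferred, plates stood 10 min at room temperature, fluorescence was read at 380/535 nm, and curves were fitted with a Hill equation.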
RGS4 inhibitor: Inhibitors of Regulator of G Protein Signaling (RGS) 4: qHTS | Potency, µM (highest dose often 114 µM), for the others: top-dose activity change, negative = inhibition, hits mostly inhibitors | Regulator of G-protein signaling 4 (Homo sapiens), P49798 | hit rate 0.039% among 390,000 | AID 504845, 2011 | Transcreener GDP fluorescence polarization, RGS4-accelerated GTP hydrolysis; further: potency means the concentration at half of the fitted maximal effect; on the % scale 0 is the no-effect control and ±100 the full control effect; nearly all actives have a fitted effect of over 75% in size; some results filed as inactive show a strong effect at the top dose
Target sequence (P49798 whole entry, looked up): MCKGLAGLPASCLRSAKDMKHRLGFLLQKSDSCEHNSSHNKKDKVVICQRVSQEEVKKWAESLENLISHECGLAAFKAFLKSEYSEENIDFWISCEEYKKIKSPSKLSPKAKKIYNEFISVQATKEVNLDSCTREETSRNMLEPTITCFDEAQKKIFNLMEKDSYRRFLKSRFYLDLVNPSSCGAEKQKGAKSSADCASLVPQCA
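MLSMR compounds (23 nl, pin-transferred) preincubated 10 min at room temperature with a 500nM (2x) first reagent, then RGS4 at 900nM (2x) plus Transcreener GDP mix added; fluorescence polarization (620/688 nm) read before and after 90 min at 30 °C.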
An asterisk follows results filed as active; ? = inconclusive; . = not tested or not shown; & = joins results of further samples; [ ] = remark or other dose. Unless noted, the call rests on the fitted dose curve; in most records, active means well fitted curve in the direction sought with a large enough effect; inconclusive means small, poorly fitted or top-dose-only effect, or another doubt; inactive means no such curve, though single readings can be large; an effect the other way counts as inactive or inconclusive. Not all compounds are listed; rates above refer to the full screens.

SMILES	Pol beta inh	12-LOX inh	APE1 inh	ERG Ets-DNA blk	Pol kappa inh	POLH inh	LDHA block	Anesthetic bind	RGS4 inhibitor
Cc1ccc(C(c2c(O)nc3n(c2=O)CCS3)c2c(O)nc3n(c2=O)CCS3)cc1	35%	-28%	?	-6%	-34%	-13%	-9	1%	-2%
Cc1cc(C(=O)Nc2ccc(Cl)cc2)n(-c2ccccc2)n1	30%	-7%	-9%	-8%	-12%	-15%	-8	7%	-1%
CN(C)c1cccc(C(=O)NCCCSc2ccccc2)c1	?	-8%	3%	0%	-11%	-6%	-2	-19%	18%
Cc1sc2ncnc(NCC(O)c3ccc([N+](=O)[O-])cc3)c2c1C (stereo not given)	2%	-5%	2%[12.4 µM]	17%	-5%	8%	-8	0%	12%
Cc1ccc(NS(=O)(=O)c2ccc(C)c(NC(=O)COc3ccc4ccccc4c3)c2)c(C)c1	?	-21%	-1%	8%	3%	-20%	3	-6%	-49%
CCCn1c(CNc2ccc(Br)cc2)nc2ccccc21	0%	7%	-5%	6%	-15%	-21%	-3	-9%	3%
COC(=O)c1c(NC(=O)Cc2cccs2)sc2c1CCC(C)C2 (stereo not given)	-27%	?	0%	.	-7%	-9%	1	-5%	-53%
CCOc1ccc(NC(=O)c2ccc(NC(=O)c3ccc(NC(N)=O)cc3)cc2)cc1	.	0%	13µM*	4%	-2%	?	-12	.	-19%
CC1CN(CCOc2cccc(Oc3ccccc3)c2)CC(C)O1 (stereo not given)	0%	?	6%	2%	11%	-8%	-15	-17%	-11%
Cc1ccc(-c2[nH]c(-c3ccc(Cl)cc3)nc2SCC(=O)NCC2CCCO2)cc1 (stereo not given)	3%	12%[57.4 µM]	?	11%	0%	-18%	-2	-8%	-41%
C[n+]1ccccc1/C=C/c1ccc(C#N)cc1	8%	?	21%	5%	-19%	-16%	-9	-12%	-25%
COc1ccccc1NC(=O)CNC(=O)c1ccc([N+](=O)[O-])cc1	63%	7%	10%	17%	-10%	-1%	-7	-6%	-1%
CCn1c(SC(C)C(=O)OC)nnc1-c1c[nH]c2ccccc12 (stereo not given)	10%	0%[57.4 µM]	-3%	4%	2%	-11%	3	-6%	18%
O=C(NCCSCc1cccc(Cl)c1)C1CCN(S(=O)(=O)Cc2ccccc2)CC1	-13%	-7%	.	-7%	-1%	-20%	-6	4%	6%
COc1ccc(OC)c(S(=O)(=O)NCCc2ccccc2)c1	-10%	10%[57.4 µM]	1%	-2%	-5%	-19%	-8	-7%	4%
CCN(CC)CCNC(=O)c1cn(C)c2ccc(S(=O)(=O)N(C)C3CCCCC3)cc2c1=O	23%	490%[activator]	-1%	-5%	5%	-8%	1	-10%	20%
O=S(=O)(c1cccs1)N1CN(C2CCCCC2)c2nc3ccccc3nc21	21%	-2%	-11%	1%	-1%	-13%	1	-21%	-15%
CCn1c(CNC(=O)c2ccco2)nnc1SCC(=O)c1ccc(OC)cc1	?	-1%	-5%	-7%	-4%	0%	-4	-13%	11%
COc1ccc(CN(C(=O)Cn2nnc3ccccc32)C(C(=O)NC(C)(C)C)c2ccco2)cc1 (stereo not given)	27%	28%	-3%	1%	-7%	-12%	-6	-7%	-8%
O=C(CCN=C1NS(=O)(=O)c2ccccc21)Nc1ccc(F)cc1Cl	.	-13%	21%	12%	17%	-9%	2	.	1%
CCCCn1c(N)c(N(CCC(C)C)C(=O)c2ccc(C)o2)c(=O)[nH]c1=O	.	167%[activator]	22%	4%	-3%	-14%	-10	.	27%
CC(C)c1csc(CN2CCC(N3CCC(C(=O)N4CCOCC4)CC3)CC2)n1	6%	-11%	-2%	2%	3%	5%	-11	-4%	38%
O=C(CC(=O)Nc1cccc(Cl)c1Cl)Nc1cccc(Cl)c1Cl	-2%	128%[activator]	41%	12%	5%	-19%	-2	-4%	3%
O=C(N=Nc1c(O)[nH]c2ccccc12)c1cc(-c2ccc(F)cc2)n[nH]1	?	4%	-6%	6%	11%	?	0	-5%	7%
CCC(C)(C)C1CCC2(CC1)NC(=O)N(CC(=O)NCCCc1ccccc1)C2=O (stereo not given)	.	0%	14%	12%	7%	-22%	1	.	-5%
O=C(CN1CC[n+]2c(-c3cccs3)csc21)c1ccc(-c2ccccc2)cc1	?	?	?	0%	-1%	-13%	-9	?	-33%
Cc1ccc(S(=O)(=O)c2ccc(Oc3ccccc3)cc2)cc1	1%	0%	-9%	-8%	-1%	-12%	5	48%[activator]	-21%
Fc1ccccc1-c1csc(-c2cccnc2)n1	26%	-11%	22%	6%	-14%	2%	-3	2%	21%
N#Cc1nc(COc2ccccc2)oc1N1CCCCC1	-10%	392%&22%[activator]	-5%	1%	-11%	-11%	-8&1	-17%	8%
COc1ccc(C)cc1NC(=O)Nc1ccc(Br)cn1	0%	-9%	0%	-5%	-12%	?	0	-10%	17%
CC(C)C(=O)OCc1cc(=O)n2nc(C3CCCCC3)sc2n1	16%	-3%	.	5%	4%	-10%	3	?	-20%
N#C/C(=C\c1cccc(OC(=O)c2cccs2)c1)C(N)=O	27%	-17%	4%	3%	-6%	?	1	3%	-13%
CCCCNC(=O)c1cccnc1SCC(=O)Nc1ccccc1OC	-9%[57.1 µM]	0%	-6%	-4%	3%	-6%	-3	6%	20%
CSCc1ccc(C(=O)OCc2nc3ccccc3s2)o1	.	?	-16%	-9%	-1%	-21%	-5	.	-25%
O=C(CCN1C(=O)C2CCCCC2C1=O)Nc1ccc(F)c(F)c1F (stereo not given)	8%	2%	-2%	4%	5%	-12%	-1	-10%	-11%
CCCC1=Nc2cc(C(=O)NCc3ccccc3)ccc2Sc2ccccc21	?	-5%	.	3%	-12%	-26%	3	-1%	16%
O=c1c2ccccc2c(C=NCCCN2CCOCC2)c(O)n1Cc1ccccc1	1%	-9%	-10%	-5%	-12%	-22%	5	-7%	-15%[11.4 µM]
Cc1ccc(C2C(C#N)C(C#N)N3CCCN23)cc1 (stereo not given)	21%	0%	-3%	2%	-8%	-9%	6	-4%	-22%[11.4 µM]
CCOc1ccc(CCNC(=O)c2[nH]c3cc(OC)ccc3c2Sc2ccccc2)cc1OCC	16%	-11%	.	2%	-2%	-20%	5	-15%	-5%
C=CCc1cccc2cc(C(=O)NC3=C(C#N)CCC3)c(=O)oc12	10%	0%	-8%	-1%	5%	-12%	-2	2%	-7%
Cc1cccc(NS(=O)(=O)c2cccc(C(=O)NCC(C)(C)N3CCOCC3)c2)c1	-1%	451%[activator]	4%	16%	-25%	-3%	-5	-15%	?
[N-]=[N+]=NC[C@H](c1ccccc1)N1CCN(Cc2ccccc2)CCC1=O	13%	15%	-21%	12%	-3%	-6%	0	?	16%
CCC(C)(NC=O)C(=O)Nc1c(C)cccc1C (stereo not given)	-4%	37%[activator]	2%	-2%	-16%	4%	-7	-6%	32%
O=C1N/C(=N\N=C\c2ccco2)SC1Cc1ccccc1[N+](=O)[O-] (stereo not given)	2%	10%	5%	0%	?	7%	4	1%	-3%
Cc1ccc(C)c(CN2CCC(CNC(=O)Nc3ccc(C)c(C)c3)CC2)c1	6%	26%	10%	2%	-8%	-17%	-15	-9%	0%
O=C(Cc1cccs1)NCc1ccc(Cl)cc1	?	-13%	6%	-5%	-1%	-26%	-1	-18%	-1%
Cc1noc(C)c1CSCC(=O)Nc1cc(S(C)(=O)=O)ccc1Cl	.	-22%	-5%	-4%	-3%	-15%	-10	.	1%
CNC(=O)Cn1nc(-c2ccc(C)cc2)c2ccccc2c1=O	-1%	23%	-4%	7%	-2%	0%	-7	-7%	-95%[56.9 µM]

Only LDHA block, POLH inh and Anesthetic bind, for some of the entries so far:
Structure | LDHA block | POLH inh | Anesthetic bind
O=c1c2ccccc2c(C=NCCCN2CCOCC2)c(O)n1Cc1ccccc1 | 5 | -22% | -7%
Cc1ccc(C)c(CN2CCC(CNC(=O)Nc3ccc(C)c(C)c3)CC2)c1 | -15 | -17% | -9%

(listing goes on)
SMILES	Pol beta inh	12-LOX inh	APE1 inh	ERG Ets-DNA blk	Pol kappa inh	POLH inh	LDHA block	Anesthetic bind	RGS4 inhibitor
CC[C@@H](C)[C@H](C(CC(=O)N1CCCC1[C@@H](OC)[C@H](C)C(=O)N[C@H](Cc1ccccc1)c1nccs1)OC)N(C)C(=O)[C@H](NC(=O)[C@@H](C(C)C)N(C)C)C(C)C (stereo not given in full)	.	-3%	.	4%	-10%	-16%	-5	.	-19%
Cn1c(=O)n(CCOc2ccc(Cl)cc2Cl)c2ccccc21	3%	28%	3%	-2%	-12%	7%	-6	-9%	-11%
O=C(Nc1ccc(S(=O)(=O)NCC2CCCO2)cc1)c1cnccn1 (stereo not given)	?	-1%	9%	6%	3%	-6%	-1	-20%	-6%
Cc1ccc(Oc2ccc(/C=N/O)cn2)cc1	7%	-15%	-3%	-6%	-9%	-18%	-4	-17%	-75%[11.4 µM]

Source: PubChem
